Pf growth 48h: inhibits P. falciparum growth in the first generation, 48 h. Potency, µM (series often up to 28.7 µM), without a hit: at the highest dose activity change, negative = inhibition, usual class: inhibitors. P. falciparum luciferase growth in erythrocytes, 48 h. 310,000 compounds, 5.9% hits; note: potency is the fitted concentration of half-maximal effect; % is set by controls: 0 for no effect and ±100 for the full control effect
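Growth was read as firefly luciferase luminescence after a 48 h, 37 C, 5% CO2 exposure of compounds to reporter-bearing P. falciparum cultures (0.1% parasitemia, 2% hematocrit final) in Albumax-supplemented RPMI 1640.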
Shiga toxin inh: blocks Shiga toxin action in Vero cells; 290,000 compounds, 9.2% hits; Vero cells, Shiga toxin protein synthesis inhibition reporter; inhibition, % at 38.7 µM; in the data active = inhibition mostly above about 28%, no sharp cut-off; inactive = mostly below about 43%; note: 0% is about no effect
Tb PYK inh: inhibitors of Trypanosoma brucei pyruvate kinase. Q57TT1. TbPYK enzyme, Kinase-Glo Plus ATP luminescence, 45 min. Potency, µM (highest dose often 76.8 µM), for the others: top-dose activity, negative = inhibition, most hits filed as inhibitors. 410,000 compounds, 0.12% hits; note: potency is the fitted concentration of half-maximal effect; % is set by controls: 0 for no effect and ±100 for the full control effect; nearly all actives have a fitted effect of over 50% in size
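T. brucei PYK with substrate was exposed to pin-transferred compounds across a concentration series, then started with 130 uM ADP (final). After 45 min at room temperature, Kinase-Glo Plus luminescence was read, normalized and curve-fitted.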
Pf growth 96h: inhibits malaria parasite growth, 96 h; P. falciparum luciferase reporter growth, 96 h; Potency, µM (doses to about 28.7 µM), inactives show at the highest dose activity change, negative = inhibition, hits mostly inhibitors; 320,000 compounds, 6.9% hits; AID 504834; note: potency is the fitted concentration of half-maximal effect; % is set by controls: 0 for no effect and ±100 for the full control effect
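Two-generation exposure (96 h) targets delayed-death phenotype. Reporter parasites carrying integrated firefly luciferase, in red cells at 2% hematocrit and 0.05% parasitemia final, kept at 37 C, 5% CO2; luminescence loss indicates inhibition.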
LmPK inhibitor: inhibitors of Leishmania mexicana pyruvate kinase | 290,000 compounds, 0.37% hits | purified LmPK, Kinase-Glo ATP luminescence, 1 h | Q27686 | Potency, µM (top dose mostly 57.5 µM), without a hit: top-dose activity change, negative = inhibition, usual class: inhibitors; note: potency is the fitted concentration of half-maximal effect; % is set by controls: 0 for no effect and ±100 for the full control effect
Target sequence (Q27686 whole entry, looked up): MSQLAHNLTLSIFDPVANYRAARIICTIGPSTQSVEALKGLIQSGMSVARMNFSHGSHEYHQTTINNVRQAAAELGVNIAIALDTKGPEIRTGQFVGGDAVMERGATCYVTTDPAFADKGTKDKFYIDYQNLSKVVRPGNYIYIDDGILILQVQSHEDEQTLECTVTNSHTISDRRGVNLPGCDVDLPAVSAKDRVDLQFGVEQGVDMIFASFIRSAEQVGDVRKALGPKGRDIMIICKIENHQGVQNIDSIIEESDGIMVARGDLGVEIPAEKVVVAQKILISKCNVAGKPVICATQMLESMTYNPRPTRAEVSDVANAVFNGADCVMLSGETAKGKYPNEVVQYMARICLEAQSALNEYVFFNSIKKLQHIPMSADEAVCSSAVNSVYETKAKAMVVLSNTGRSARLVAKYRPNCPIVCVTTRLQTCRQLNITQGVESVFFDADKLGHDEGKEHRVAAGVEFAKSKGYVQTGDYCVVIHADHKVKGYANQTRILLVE
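Purified LmPK (0.1 nM) converted ADP (0.1 mM) to ATP with PEP (0.5 mM) in imidazole buffer pH 7.2 with KCl and MgCl2, 1 h at room temperature. ATP was read by Kinase-Glo luminescence; data normalized to uninhibited and no-enzyme controls.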
CHX counter: counter-screen for Shiga toxin inhibitors: cycloheximide protein synthesis inhibition. cell reporter, cycloheximide protein synthesis inhibition counterscreen. max response, %. 300,000 compounds, 12% hits. AID 2314; in the data active = max response mostly above about 13%, no sharp cut-off; inactive = mostly below about 14%; note: read at 38.3 µM for the half of the compounds with a filed dose; 0% is about no effect
AmpC no deterg: inhibitors of E. coli AmpC beta-lactamase without detergent | Potency, µM (highest dose often 57.1 µM), inactives show at the highest dose activity change, negative = inhibition, actives largely listed as inhibitors | 330,000 compounds, 0.52% hits | P00811 | AmpC nitrocefin hydrolysis, absorbance 480 nm, 0.0001% Triton;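 note: potency is the fitted concentration of half-maximal effect; plate controls were no compound for no effect and no enzyme for full effect; nearly all actives have a fitted effect of over 20% in size; some results filed as inactive show a strong effect at the top dose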
Target sequence (P00811 whole entry, looked up): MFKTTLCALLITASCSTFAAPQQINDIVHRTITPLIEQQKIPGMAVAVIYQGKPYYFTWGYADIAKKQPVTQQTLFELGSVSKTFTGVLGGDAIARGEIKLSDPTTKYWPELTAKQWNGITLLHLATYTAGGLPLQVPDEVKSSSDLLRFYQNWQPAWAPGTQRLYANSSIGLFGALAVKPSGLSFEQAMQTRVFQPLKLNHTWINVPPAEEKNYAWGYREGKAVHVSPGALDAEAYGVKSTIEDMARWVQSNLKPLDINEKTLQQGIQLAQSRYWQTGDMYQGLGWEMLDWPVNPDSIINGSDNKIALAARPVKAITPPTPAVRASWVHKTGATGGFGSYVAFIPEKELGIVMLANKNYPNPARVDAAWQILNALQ
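AmpC (5.3 nM in the dispensed reagent) in 20 mM phosphate pH 7.0 with 0.01% (detergent screen) or 0.0001% Triton X-100 was preincubated with compounds for 15 min at room temperature. Nitrocefin was then added from an 800 uM solution, and hydrolysis was followed at 480 nm.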
Numbers without * were called inactive; ? = inconclusive; . = no result given; & = joins results of further samples; [ ] = another dose, or the depositor's remark. Unless noted, calls come from the whole dose curve; as a rule, active = well fitted curve in the direction sought with a large enough effect; inconclusive = small, poorly fitted or top-dose-only effect, or another doubt; inactive = no such curve, though single readings can be large; an effect the other way counts as inactive or inconclusive. Not a hit list; any-hit rate near 22%.

SMILES	Pf growth 48h	Shiga toxin inh	Tb PYK inh	Pf growth 96h	LmPK inhibitor	CHX counter	AmpC no deterg
Cc1cc(C)cc(N=C2SC(CC(=O)Nc3ccccc3)C(=O)N2CCN2CCOCC2)c1 (stereo not given)	-14%	-7	-4%	?	4%	-2	223%[activator]
CCS(=O)(=O)N1Cc2ccccc2CC1C(=O)NCCc1c[nH]c2ccccc12 (stereo not given)	?	-5	-4%	?	1%	-1	-17%
CCN(CC)CCNC(=O)Cn1cnc2sc(C)c(S(=O)(=O)N3CC(C)CC(C)C3)c2c1=O (stereo not given)	1%	13	-2%	-20%	-7%	-3	-13%
Cc1ccc(C)n1-c1cccc(C(=O)O)c1	21%	-3	.	58%[activator]	17%	-3	-6%
c1ccc2c(OCCCN3CCCCCC3)cccc2c1	?	1	-10%	-16%	3%	-2	-1%
Cn1cc(CN2CCN(c3cnccn3)CC2)c(-c2cccc(Cl)c2)n1	?	-2	0%	4%	1%	1	144%[activator]
Cn1c(=O)n(CCc2ccccc2)c(=O)c2c1nc1n2CCCN1c1ccccc1	.	15	0%	?	5%	11	-7%
O=C(NC(Cc1ccccc1)C(=O)N1CCCC1C(=O)O)c1ccccc1 (stereo not given)	16%	42	-13%	?	-2%	-3	-3%
C=CCc1cc(Cl)ccc1OCCCNC(C)CC (stereo not given)	?	-12	4%	-23%	-4%	-6	54%
Cc1ccc(C)c(NC(=O)C2CCCN(S(=O)(=O)c3ccc4[nH]c(=O)ccc4c3)C2)c1 (stereo not given)	8%	14	-4%&1%	3%	4%	-3	-11%
CC(C)C(C(=O)NCC1CCCO1)N(Cc1ccco1)C(=O)CNS(=O)(=O)c1ccccc1 (stereo not given)	0%	-6	-3%	-7%	2%	-2	10%
O=C(NCC(c1ccco1)N1CCCCC1)c1cccc(S(=O)(=O)Nc2ccc(F)cc2)c1 (stereo not given)	10µM*	.	7%	?	.	.	75%[activator]
O=C(/C=C/c1ccc(N2CCC(c3ccccc3)=N2)cc1)c1ccccc1	106%[activator]	80*	3%	34%[activator]	3%	39*	-25%
CC(C)N(C(=O)COC(=O)[C@H](C)NC(N)=O)c1ccccc1	-7%	-16	-1%	5%	0%	-3	-6%
Cc1ccnc(N/C=C(\C#N)c2nc(-c3cccc(Br)c3)cs2)c1	12µM*	22	-4%	2.9µM*	5%	15*	55%
CC1CN(C(=O)c2cccs2)CCN1C(=O)c1cccs1 (stereo not given)	15%	-5	2%	37%[activator]	-3%	-3	1%
CC(=O)Nc1cccc(C(=O)OCC(=O)NCc2ccc(F)cc2)c1	13µM*	28	-2%	33%[activator]	-2%	17	-19%
CCCCOc1ccc(C(=O)NCC(=O)OCC(=O)N2CCN(S(=O)(=O)c3ccc(C)cc3C)CC2)cc1	-10%	-8	-3%	3%	0%	-3	162%[activator]
COc1cccc(-n2nc(C(=O)O)c3ccccc3c2=O)c1	31%[activator]	-5	0%	?	-1%	11	-13%
N#Cc1ccc(CSc2ccc(S(=O)(=O)N3CCCCCC3)cn2)cc1	43%[activator]	.	4%	76%[activator]	.	.	-18%
Cn1nccc1NS(=O)(=O)c1ccc(F)cc1	8%	160*	2%	-10%	0%	162*	-23%
Cn1c(/N=C/c2ccccc2[N+](=O)[O-])nc2ccccc21	5%	-6	-6%	41%[activator]	-18%	-3	-16%
COc1ccc(/C=C/C(=O)c2ccc(O)cc2)cc1CN1CCOCC1	?	-9	7%	-18%	-2%	4	-54%
COc1cccc(-c2nc(-c3ccc4c(c3)NC(=O)CO4)cs2)c1	155%[activator]	105*	-11%	55%[activator]	3%	50*	-13%
CS(=O)(=O)N(CC(=O)NCc1ccco1)c1ccc(OCc2ccccc2)cc1	15%	32	2%	23%	4%	16	34%
COc1ccccc1CNC(=O)CS(=O)Cc1nc(-c2ccccc2C)oc1C (stereo not given)	.	-6	-2%	5.2µM*	14%	-4	63%[activator]
Cc1ccc2nc(C)c(C(=O)N/N=C/c3ccc(N4CCOCC4)cc3)cc2c1	26%	-6	1%	23%	3%	-1	-19%
CC(NC(=O)c1ccc2c(c1)C(=O)N(Cc1cccnc1)C2=O)c1ccccc1 (stereo not given)	12%	-4	5%	-25%	-4%	-2	11%
COc1ccc(/C=C/C(=O)NC(C)CCc2ccccc2)cc1OC (stereo not given)	?	-9	1%	5%	2%	-2	145%[activator]
CC(C)(C)c1ccc(O)c(O)c1	-17%	.	?	19%	.	.	-23%

Fetched one by one from the list above (six):
SMILES	Pf growth 48h	Shiga toxin inh	Tb PYK inh	Pf growth 96h	LmPK inhibitor	CHX counter	AmpC no deterg
Cn1c(/N=C/c2ccccc2[N+](=O)[O-])nc2ccccc21	5%	-6	-6%	41%[activator]	-18%	-3	-16%
COc1ccc(/C=C/C(=O)c2ccc(O)cc2)cc1CN1CCOCC1	?	-9	7%	-18%	-2%	4	-54%
COc1ccccc1CNC(=O)CS(=O)Cc1nc(-c2ccccc2C)oc1C (stereo not given)	.	-6	-2%	5.2µM*	14%	-4	63%[activator]
Cc1ccc2nc(C)c(C(=O)N/N=C/c3ccc(N4CCOCC4)cc3)cc2c1	26%	-6	1%	23%	3%	-1	-19%
CC(NC(=O)c1ccc2c(c1)C(=O)N(Cc1cccnc1)C2=O)c1ccccc1 (stereo not given)	12%	-4	5%	-25%	-4%	-2	11%
CC(C)(C)c1ccc(O)c(O)c1	-17%	.	?	19%	.	.	-23%

Further results follow.
SMILES	Pf growth 48h	Shiga toxin inh	Tb PYK inh	Pf growth 96h	LmPK inhibitor	CHX counter	AmpC no deterg
COc1ccc(CNC(=O)C2CCN(C(=O)Cc3ccccc3)CC2)cc1	7%	4	3%	15%	2%	-1	-3%
COc1ccc(-c2csc(N(CCCN(C)C)C(=O)c3ccc(C)cc3)n2)cc1	8.3µM*	-5	-4%	?	0%	-4	153%[activator]
O=[N+]([O-])c1ccc(N2CCCC2)nc1N1CCCC1	6%	-9	-3%	13%	4%	2	-33%
CCc1nnc(NC(=O)C2CCCN2S(=O)(=O)c2ccc(F)cc2)s1 (stereo not given)	-11%	-23	-4%	?	-1%	-2	-18%
O=C1CCCc2oc3c(c21)CCCC3	10%	17	1%	2%	3%	4	-18%
COC(=O)C1=C(C)N=C2SC(C)C(=O)N2C1c1cccc(F)c1 (stereo not given)	23%	12	-7%	21%	6%	-1	-33%
O=C(Nc1cc(Cl)ccc1N1CCOCC1)c1cccnc1	-12%	-11	6%	78%[activator]	-4%	-1	4%
O=C(CN(C1CCCCC1)S(=O)(=O)c1ccc(Cl)cc1)NCc1ccncc1	?	-27	9%	5%	-6%	-6	29%
O=C(Nn1c(-c2ccccc2)nc2ccccc2c1=O)c1ccco1	19%	9	17%	.	0%	27	-12%
CCOc1ccc(NC(=O)Cn2nnc(C(=O)NCCc3ccc(OC)c(OC)c3)c2N)cc1	10%	-7	-10%	?	7%	-2	50%
C[N+](C)(C)CCN1C(=O)CSC1=O	-5%	-5	-10%	67%[activator]	-4%	-3	-12%
CCCNC(=O)CSc1nc(COc2ccccc2)nc2ccccc12	-22%	13	-1%	?	5%	-1	1%
O=C1NCCN(Cc2cccc(Oc3ccccc3)c2)C1CC(=O)N1CCCCC1 (stereo not given)	-28%	-21	-1%	-12%	-5%	-2	126%[activator]
Cc1cc([N+](=O)[O-])nn1CC(=O)N/N=C/c1ccc(O)cc1O	?	17	0%	?	1%	3	-7%
CCOC(=O)c1ccc(CC(=O)c2oc3cc(O)ccc3c2C)o1	?	-3	8%	?	2%	-2	-46%
CC(=O)Oc1ccc(-c2csc(Nc3cccc(C)n3)n2)cc1	84%[activator]	91*	4%	?	-9%	45*	-26%
CCN(CC)CCCNc1oc(/C=C/c2ccccc2)nc1C#N	2%	24	-2%	1%	-2%	22*	31%
CC(=O)N1CC2(C)CN(C(C)=O)CC(C)(C1)C2O (stereo not given)	8%	-3	-4%	14%	7%	2	-15%
Oc1c(C(c2cccs2)N2CCN(c3cccc(Cl)c3)CC2)sc2ncnn12 (stereo not given)	-1%	-1	1%	-8%	8%	-4	19%
Clc1nc(Cl)nc(NCCC2=CCCCC2)n1	?	15	3%	?	-6%	10	-6%

Next section; the last 2 above are carried over.
SMILES	Pf growth 48h	Shiga toxin inh	Tb PYK inh	Pf growth 96h	LmPK inhibitor	CHX counter	AmpC no deterg
Oc1c(C(c2cccs2)N2CCN(c3cccc(Cl)c3)CC2)sc2ncnn12 (stereo not given)	-1%	-1	1%	-8%	8%	-4	19%
Clc1nc(Cl)nc(NCCC2=CCCCC2)n1	?	15	3%	?	-6%	10	-6%
Cc1ccc(S(=O)(=O)N2CCC(C(=O)Nc3ccccc3N3CCCC3)CC2)cc1C	?	.	0%	?	.	.	-4%
CN(C)CCN(C(=O)/C=C/c1cccs1)c1nc2c(F)cc(F)cc2s1	12µM*	-8	-9%	?	0%	-5	?
CC1=NN(C(=O)c2csc(C)c2)C(O)(C(F)(F)F)C1 (stereo not given)	0%	33	-2%	3%[5.75 µM]	1%	28	-3%
Cc1ccccc1C(=O)O/N=C(\N)c1ccncc1	-29%	53*	-7%	?	?	61*	-10%
CC(CC(=O)Nc1cc(C(F)(F)F)ccc1Cl)c1ccccc1 (stereo not given)	5%	-5	4%	4%	-2%	2	-30%
CC(C)Cn1c(=O)c2c(nc3n2CCS3)n(C)c1=O	3%	8	-6%	-12%	1%	-3	2%
CCOc1cc(Br)c(C(=O)O)cc1OCC	0%	-1	1%	5%[5.75 µM]	0%	-2	-22%
Cc1ccc(NC(=O)CSc2nccn2C)cc1S(=O)(=O)N1CCOCC1	-15%	-8	-5%	?	1%	-1	-3%
COc1cccc(C(=O)Nc2cccc(C(C)=O)c2)c1	206%[activator]	18*	-16%	220%[activator]	?	87*	-28%
COc1cccc(C(=O)Nc2cccc3ccccc23)c1OC	68%[activator]	27*	-1%	?	-3%	20*	-40%
CCOC(=O)[C@H]1[C@H]2COc3ccccc3[C@@H]2N2C(=O)c3cc(F)c(F)cc3NC(=O)[C@@]12C	?	.	-7%	19%	.	.	-27%
Cc1nnc(NC(=O)C2CCN(S(=O)(=O)c3cc([N+](=O)[O-])ccc3Cl)CC2)o1	-21%	.	-5%	8%	.	.	-21%
CCNc1nc(NC(C)(C)C)nc(N2CCCCC2)n1	?	23	2%	33%[activator]	4%	-3	-41%
COc1cc(C(=O)OCC(=O)NC(=O)NCc2ccccc2)ccc1OC(F)F	-7%	.	-2%	-22%	.	.	-8%
Cc1noc(/C=C/c2cccnc2)c1[N+](=O)[O-]	?	-18	2%	?	-1%	-9	-8%
COc1ccc(/C=N/NC(=O)c2cc(Br)ccc2O)cc1Cn1cc(Cl)cn1	1%	24	-1%	-20%	4%	17	-20%
O=c1c2cc([N+](=O)[O-])ccc2nc(CN2CCOCC2)n1-c1ccccc1F	-13%	7	.	0%	-1%	4	-3%
COc1ccc(NC(=O)CCn2cccc2)cc1	?	-7	-2%	10%	1%	8	-5%
CCN(CC)c1ccc(/C=N/n2nnnc2N)c(O)c1	70%[activator]	33	3%	-10%	-1%	14*	-34%
COc1ccc(OC)c(NC(=O)Cc2c(C(=O)O)n(C)c3ccccc23)c1	-11%	-5	7%	15%	7%	-7	-15%

Bioassay records: PubChem, National Center for Advancing Translational Sciences (NCATS)
